High-throughput results from PubChem BioAssay.
CCT modulator: High-Throughput Screening for Modulators of Cytosolic Chaperonin Activity; purified chaperonin ATPase assay, HTRF ADP detection, 30 min; activity change, % (no concentration beside the values), hits read low; hit rate 0.3% among 360,000; AID 651819, 2012; in the data active = activity change below about -30%; note: % is set by controls: 0 for no effect and ±100 for the full control effect
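TRiC at 40 or 20 nM final (batch-dependent) in 30 mM Tris pH 7.4, 100 mM KCl, 5 mM MgCl2, 1 mM DTT, with compound at single 76 uM and 10 uM ATP, 30 min at 37 deg C. ADP detected by HTRF Transcreener, 665/615 ratio.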
EPAC2 antag: qHTS for Antagonist of cAMP-regulated guanine nucleotide exchange factor 2 (EPAC2): primary screen | Rap guanine nucleotide exchange factor 4 (Homo sapiens), Q8WZA2 | EPAC2 GEF exchange of Rap1B-BODIPY-GDP, fluorescence | Potency, µM (doses to about 114 µM), for the others: at the top dose activity, negative = inhibition, hits mostly inhibitors | hit rate 0.18% among 360,000; note: potency is the fitted concentration of half-maximal effect; % is set by controls: 0 for no effect and ±100 for the full control effect; nearly all actives have a fitted effect of over 45% in size; many of its hits are not listed in these tables
WRN inhibitor: qHTS for Inhibitors of WRN Helicase; Bifunctional 3'-5' exonuclease/ATP-dependent helicase WRN (Homo sapiens), Q14191; WRN helicase unwinding, fluorescent forked duplex, kinetic; Potency, µM (highest dose often 114 µM), inactives show top-dose activity change, negative = inhibition, usual class: inhibitors; hit rate 0.46% among 360,000; AID 651768, 2012; note: potency is the fitted concentration of half-maximal effect; % is set by controls: 0 for no effect and ±100 for the full control effect; nearly all actives have a fitted effect of over 55% in size
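Kinetic red-fluorescence monitoring (525/598 nm) tracks WRN helicase activity after 100 nM fluorophore-quencher forked duplex and 2 mM ATP are added to 20 nM enzyme pretreated 15 min at room temperature with compound.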
EPAC1 antagonist: qHTS for Antagonist of cAMP-regulated guanine nucleotide exchange factor 3 (EPAC1): primary screen; EPAC1 GEF assay, Rap1b-BODIPY-GDP exchange fluorescence; Potency, µM (titrated, usually from 115 µM), inactives show at the highest dose activity change, negative = inhibition, usual class: inhibitors; hit rate 0.14% among 360,000;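 note: potency is the fitted concentration of half-maximal effect; plate controls were vehicle for no effect and positive control for full effect; nearly all actives have a fitted effect of over 50% in size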
Target sequence (O95398 whole entry, looked up): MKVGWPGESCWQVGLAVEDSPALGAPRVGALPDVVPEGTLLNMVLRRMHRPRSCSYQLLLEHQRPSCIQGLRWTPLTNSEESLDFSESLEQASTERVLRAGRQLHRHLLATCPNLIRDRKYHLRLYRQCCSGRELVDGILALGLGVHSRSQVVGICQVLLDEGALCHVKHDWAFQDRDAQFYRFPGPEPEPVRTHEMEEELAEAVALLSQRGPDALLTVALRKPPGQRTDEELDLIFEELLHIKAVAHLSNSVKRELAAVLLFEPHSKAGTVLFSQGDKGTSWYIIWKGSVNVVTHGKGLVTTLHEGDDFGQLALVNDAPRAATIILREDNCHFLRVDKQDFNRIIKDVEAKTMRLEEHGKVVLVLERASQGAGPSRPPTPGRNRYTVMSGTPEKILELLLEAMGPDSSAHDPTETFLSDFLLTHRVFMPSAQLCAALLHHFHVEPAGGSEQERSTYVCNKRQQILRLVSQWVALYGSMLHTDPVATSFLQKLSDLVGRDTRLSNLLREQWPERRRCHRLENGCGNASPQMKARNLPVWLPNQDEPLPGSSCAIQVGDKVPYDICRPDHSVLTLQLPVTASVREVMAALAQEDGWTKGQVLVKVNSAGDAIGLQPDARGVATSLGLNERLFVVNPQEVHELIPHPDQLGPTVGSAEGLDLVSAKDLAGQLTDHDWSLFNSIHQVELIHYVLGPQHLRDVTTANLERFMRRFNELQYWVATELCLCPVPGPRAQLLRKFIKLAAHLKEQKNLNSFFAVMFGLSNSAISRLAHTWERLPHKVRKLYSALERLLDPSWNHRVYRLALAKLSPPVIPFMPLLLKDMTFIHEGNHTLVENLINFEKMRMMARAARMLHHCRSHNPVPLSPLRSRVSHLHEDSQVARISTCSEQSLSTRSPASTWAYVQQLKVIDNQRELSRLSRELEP
MmCpn inh: Inhibitors of TCP-1 ring complex (TRiC) of Methanococcus maripaludis (MmCpn): qHTS | Chaperonin Mm-Cpn (Methanococcus maripaludis) | purified Mm-Cpn ATPase, ADP Transcreener TR-FRET | Potency, µM (doses to about 76.9 µM), without a hit: at the top dose activity, negative = inhibition, actives largely listed as inhibitors | hit rate 0.031% among 330,000; note: potency is the fitted concentration of half-maximal effect; % is set by controls: 0 for no effect and ±100 for the full control effect; nearly all actives have a fitted effect of over 80% in size
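TR-FRET (320 nm excitation; 590 and 665 nm emission) reports ADP made from 10 uM ATP by 25 nM enzyme; compounds were preincubated 10 min, reaction run 30 min, both at 37°C.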
PI5P4Ka inh: qHTS for Inhibitors of phosphatidylinositol 5-phosphate 4-kinase (PI5P4K) | hit rate 1.2% among 330,000 | max response, % | Phosphatidylinositol 5-phosphate 4-kinase type-2 alpha (Homo sapiens), P48426 | PI5P4Kalpha enzyme, ADP-Glo luminescence, 60 min; stronger effect = lower value; active = max response of -50% or lower; inconclusive = between -30% and -50%; inactive = -30% or higher; note: value at the top dose of about 77 µM; % is set by controls: 0 for no effect and ±100 for the full control effect
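ADP-Glo luminescence end-point read after a 60 min room-temperature kinase reaction of PI5P4Kalpha plus substrate, initiated with ATP at 5 microM final. Buffer: 0.038 M HEPES pH 7.4, EGTA, 0.1% CHAPS, 5% DMSO.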
PLK1 PBD inh: qHTS for Inhibitors of PLK1-PDB (polo-like kinase 1 - polo-box domain): Primary Screen; hit rate 2.8% among 360,000; AID 720504, 2013; Serine/threonine-protein kinase PLK1 (Homo sapiens), P53350; Plk1 PBD binding of FITC phosphopeptide, fluorescence polarization; Potency, µM, for inactives: max response, negative = inhibition, hits mostly inhibitors; note: potency is the fitted concentration of half-maximal effect; series mostly up to about 57 µM; % is set by controls: 0 for no effect and ±100 for the full control effect; nearly all actives have a fitted effect of over 65% in size
EPAC1 agonist: qHTS for Agonist of cAMP-regulated guanine nucleotide exchange factor 3 (EPAC1): primary screen; AID 720707, 2013; Potency, µM (doses to about 154 µM), inactives show at the highest dose activation, actives largely listed as activators; hit rate 0.073% among 360,000; EPAC1 agonist qHTS, biochemical assay; response scale: 100% = response to 6.5 mM cAMP; Rap guanine nucleotide exchange factor 3 (Homo sapiens), O95398; note: potency is the fitted concentration of half-maximal effect; nearly all actives have a fitted effect of over 60% in size
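Nucleotide exchange by EPAC1 (100 nM) on Rap1B–BODIPY-GDP (250 nM) in the presence of 50 uM GDP is tracked fluorescently at 480/540 nm over 30 min. Signals are normalized to a 6.5 mM cAMP control.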
* = called active by the depositor; ? = inconclusive; / = not tested or not shown; [ ] = another dose, or the depositor's remark. Unless noted, calls come from the whole dose curve; as a rule, active = well fitted curve in the direction sought with a large enough effect; inconclusive = small, poorly fitted or top-dose-only effect, or another doubt; inactive = no such curve, though single readings can be large; an effect the other way counts as inactive or inconclusive. Not all compounds are listed; the hit share may differ from the screen's.

SMILES	CCT modulator	EPAC2 antag	WRN inhibitor	EPAC1 antagonist	MmCpn inh	PI5P4Ka inh	PLK1 PBD inh	EPAC1 agonist
CCOC(=O)C1(Cc2cccc(F)c2)CCN(Cc2ccon2)CC1	-0.8	-7%	-2%	-3%	0%	-4	-10%	6%
Cc1ccc(C(C[N+](=O)[O-])Sc2ccc(N)cc2)cc1 (configuration not stated)	-1.5	0%	45µM*	-8%	2%	0	6.7µM*	3%
CCCCn1c(N)c(N(CC(C)C)C(=O)c2cccc(S(=O)(=O)N3CCN(C(C)=O)CC3)c2)c(=O)[nH]c1=O	-2.3	-1%	-3%	14%	0%	2	-8%	7%
COc1cc(C2NC(=S)NC(C)=C2C(=O)Nc2cc(C)cc(C)c2)ccc1O (configuration not stated)	-3.3	-2%	-2%	-23%	?	0	-20%	0%
O=C(O)C1=C[C@H](c2ccccc2)C[C@H](OCCCCO)O1	-1.8	16%	-8%	3%	/	9	-6%	4%
Cc1cccc(N(CC(=O)NCc2ccc(F)cc2)C(=O)c2csnn2)c1C	-0.5	6%	12%	-14%	-3%	3	-2%	9%
Cn1cccc1Cc1nnc(SCC(=O)Nc2ccc3c(c2)OCCO3)n1CCc1ccccc1	-1.0	-3%	-15%	-5%	-3%	-5	0%	6%
O=C(O)/C=C/c1ccc2ccccc2n1	-2.2	6%	-1%	15%	-2%	/	-5%	2%
Cc1ccc(NCc2nnc(SCC(N)=O)o2)c(C)c1	0.7	4%	-1%	0%	0%	-3	2%	8%
CCN(C(=O)COC(=O)c1nc(Cl)ccc1Cl)c1c(N)n(Cc2ccccc2)c(=O)[nH]c1=O	3.1	-2%	-5%	?	/	-2	-6%	13%
O=C1NC(=Nc2ccccc2)S/C1=C\c1ccccc1	-0.6	0%	-4%	13%	0%	-8	4%	11%
C=CCOC(=O)COc1ccc2c(C)c(CC)c(=O)oc2c1	0.7	0%	2%	8%	-4%	/	1%	5%
COc1c(C)cccc1C(=O)Nc1cc(Cl)ccc1N1CCOCC1	-2.1	-9%	-6%	-4%	-2%	15	0%	17%
Cc1cc(NS(=O)(=O)c2ccc(NC(=O)Nc3ccccc3)cc2)no1	-1.2	-1%	-21%	-5%	1%	/	-12%	8%
COc1ccc(/C=N/NC(=O)CSc2nnc(CCCc3ccc(OC)c(C)c3)o2)cc1	-2.8	-4%	-8%	6%	3%	5	-4%	14%
COc1ccc(CCN2C(=O)c3[nH]nc(-c4ccccc4O)c3C2c2ccccc2)cc1OC (configuration not stated)	-1.9	-7%	4%	-15%	-1%	0	-6%	1%
CCC(=O)Nc1nc(C)c(-c2csc(Nc3ccccn3)n2)s1	-0.7	-12%	-15%	-19%	-6%	1	-7%	9%
CCOC(=O)c1c(C)nc(SC)c(C#N)c1-c1ccccc1	-0.1	-13%	-12%	4%	-2%	1	-9%	9%
CCc1nnc(NC(=O)CSc2nc3cc(OC)ccc3cc2C)s1	-1.8	-3%	-12%	-21%	0%	0	-6%	-3%
CCOc1ccc(N(CC(=O)N2CCCCCC2)S(=O)(=O)c2ccc(F)cc2)cc1	-4.8	-22%	-1%	20%	-1%	1	-4%	8%
CCOC(=O)C1(C)CCCCCN1C(=O)/C=C/c1ccccc1 (configuration not stated)	0.3	-1%	7%	8%	/	-2	-1%	-3%
O=[N+]([O-])c1cc(S(=O)(=O)NC2=NCCCCC2)ccc1NCC1CCCCC1	0.3	-12%	-11%	-25%	-4%	5	8%	5%
CC(C)C(=O)NCCSc1c[nH]c2ccccc12	-1.9	0%	3%	-18%	-1%	-3	-7%	-5%
CCCOc1ccc(CCC(=O)N/N=C/c2ccco2)cc1	-3.2	-10%	0%	-11%	0%	1	-1%	0%
CC(=O)NC(=S)Nc1ccc(NC(=O)COc2ccc(Cl)cc2)cc1	-2.4	-3%	-3%	6%	0%	-1	-9%	0%
O=C(c1cccn2c(=O)c3ccccc3nc12)N1CCN(c2ccccn2)CC1	-0.9	3%	-8%	-5%	1%	/	-6%	-2%
COc1ccc2c(c1)C(NS(=O)(=O)OCC(Cl)(Cl)Cl)CCC2 (configuration not stated)	-1.3	-24%	-6%	-9%	-6%	-14	-5%	5%
O=S(=O)(NCc1nnc2c(C(F)(F)F)cc(Cl)cn12)c1ccccc1	0.3	0%	1%	-10%	0%	5	-13%	1%
Nc1ccc2ncccc2c1N	-2.0	3%	?	-9%	-3%	-3	2%	-3%
CCc1ccc(CN(C)Cc2nc(Cc3cccc(C(F)(F)F)c3)no2)nc1	1.8	-4%	-16%	-3%	1%	1	-23%	-5%
O=C(CCNC(=O)c1ccc(Br)cc1)NCCCN1CCCC1=O	-0.2	-4%	1%	-9%	-3%	-2	-1%	11%
CN1CCN(NC(=O)c2cccs2)CC1	-1.7	2%	0%	-24%	1%	2	-10%	-2%
CC(C)C[C@@H](CN)NC(=O)c1nc[nH]c1C(=O)N[C@@H](CC(C)C)C(=O)CNC[C@H](C)NC(=O)c1nc[nH]c1C(=O)N[C@@H](C)C(=O)O	-1.4	5%	6%	18%	/	-2	-14%	-18%
Cc1cc(C(=O)N2CCC2(C)C(=O)NCCC#N)nn1C (configuration not stated)	0.4	-2%	-1%	-5%	/	5	-5%	8%
CCOc1ccc(CN2C(=O)c3ccccc3C2C(=O)NCC2CCCO2)cc1 (configuration not stated)	0.5	-8%	-9%	-4%	0%	7	0%	1%
CCOC(=O)N1CCC(NC(=O)c2cc(C(=O)Nc3ccc(OC)c(OC)c3)ccc2CO)CC1	1.6	20%	2%	7%	-1%	2	-3%	-10%
CCCc1nnc(NC(=O)CCC(=O)NCCc2ccc(OC)c(OC)c2)s1	0.4	20%	-4%	10%	2%	10	-12%	-2%
CCOC(=O)C1CCCN(Cc2nc(N)nc(Nc3ccc(C)cc3)n2)C1 (configuration not stated)	2.6	17%	-11%	10%	-3%	-11	-9%	1%
CCc1c(C)sc(NC(=O)CC#N)c1C#N	-24	-9%	?	-15%	-2%	/	?	4%
O=C(NCc1ccccc1)c1cc(C2CCCN(C(=O)c3ccccc3)C2)on1 (configuration not stated)	1.0	-4%	6%	-21%	/	-12	-16%	-2%
CC(C)C(OC(=O)CN1C(=O)c2ccccc2C1=O)C(=O)NC1CCCCC1 (configuration not stated)	0.2	-8%	-5%	8%	0%	3	-5%	3%
O=C(/C=C/c1ccc(Br)cc1)c1ccc(NC2=NCCCS2)cc1	-1.8	1%	-8%	3%	-19%	-12	-11%	1%
Cc1ccc(C)c(N(CC(=O)NC2CCCC2)S(=O)(=O)c2ccccc2)c1	1.4	0%	5%	-1%	0%	8	13%	-6%
COc1cc(C(=O)NCCOc2cccc(C)c2)c(Br)c(OC)c1OC	-1.0	1%	9%	-3%	0%	6	-4%	2%
O=C1OC(Oc2ccccc2)(c2ccccc2)c2ccccc21 (configuration not stated)	-0.9	-7%	-7%	-9%	1%	/	-8%	?

Exported with values under each structure: 2 of the compounds above
Below each compound: CCT modulator	EPAC2 antag	WRN inhibitor	EPAC1 antagonist	MmCpn inh	PI5P4Ka inh	PLK1 PBD inh	EPAC1 agonist
CCOC(=O)N1CCC(NC(=O)c2cc(C(=O)Nc3ccc(OC)c(OC)c3)ccc2CO)CC1
    1.6	20%	2%	7%	-1%	2	-3%	-10%
CCCc1nnc(NC(=O)CCC(=O)NCCc2ccc(OC)c(OC)c2)s1
    0.4	20%	-4%	10%	2%	10	-12%	-2%

Additional results:
SMILES	CCT modulator	EPAC2 antag	WRN inhibitor	EPAC1 antagonist	MmCpn inh	PI5P4Ka inh	PLK1 PBD inh	EPAC1 agonist
CN1C(=O)C(C)(C)c2cc(S(=O)(=O)N3CCC(C(=O)NCc4ccccc4Cl)CC3)ccc21	0.0	9%	1%	-5%	2%	-1	-6%	-11%
COc1cc(S(=O)(=O)Nc2ccccc2)ccc1NC=O	-3.0	11%	7%	-7%	1%	/	0%	-1%
COC(=O)CSc1nnc(-c2ccncc2)n1N	-3.7	4%	-5%	-5%	0%	/	0%	-4%
COc1cccc(C2CC(c3ccc(F)cc3)Nc3nc(N)nn32)c1 (configuration not stated)	-2.6	5%	-6%	-6%	-1%	0	-2%	3%
COc1ccc(-c2noc(CN(C)C(=O)CCCN3C(=O)[C@H]4CC=CC[C@H]4C3=O)n2)cc1	1.0	-4%	15%	0%	/	0	-2%	7%
O=C(CNC(=O)c1ccc(Br)o1)Nc1ccncc1	0.8	8%	6%	2%	-1%	3	-4%	17%
COC(=O)c1cc(S(=O)(=O)Nc2ccc(C)cn2)c[nH]1	-1.5	4%	-1%	-22%	-3%	1	-7%	9%
CCOC(=O)Cn1cnc2scc(-c3ccccc3)c2c1=O	2.0	-3%	0%	-21%	-3%	8	-9%	-6%
O=C(COC(=O)c1ccc(S(=O)(=O)N2CCCC2)cc1)Nc1cccnc1Cl	1.0	17%	9%	21%	-2%	-1	2%	-4%
Cc1c(N2C(=O)/C(=C/c3ccccc3)SC2=S)c(=O)n(-c2ccccc2)n1C	-2.7	3%	-3%	0%	2%	0	-10%	4%
C=CCNC(=O)CN1N=C(c2ccc(C)cc2)CCC1=O	-2.1	1%	12%	-5%	-2%	-7	2%	0%
CCN(CC)C(=O)C(=O)Nc1cccc(Br)c1	-1.2	-1%[57.1 µM]	2%	-4%	2%	1	-1%	6%
CCCCCCCCCC[n+]1cccc(C(=O)N(CC)CC)c1	-1.6	4%[57.1 µM]	10%	-6%	-1%	2	-14%	-1%
CCCCCCCc1nc2c(=O)n(C)c3ccccc3c2o1	0.7	2%	7%	2%	1%	0	2%	0%
CCOc1ccc(CCNC(=O)c2nnn(CC(=O)Nc3ccc(OC)c(OC)c3)c2N)cc1OCC	-2.6	44%[activator]	0%	13%	-3%	-10	-4%	-27%
O=S(=O)(c1ccc(F)cc1)c1nc(-c2ccccc2)oc1N1CCOCC1	1.1	9%	-24%	11%	-2%	1	2%	7%
CC(=O)Nc1c(-c2ccc(C)cc2)nc2ccc(Cl)cn12	-1.3	1%	5%	5%	/	4	-2%	7%
